Screening results: PubChem, several laboratories
Dyrk1A ADPGlo – inhibitors of rat Dyrk1A kinase | Q63470 | ADP-Glo luminescence, NFATc1 peptide | inhibition, % at 12.5 µM | hit rate 0.43% among 310,000; in the data active = inhibition above about 50%;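 also: plate controls were vehicle with enzyme for no effect and no enzyme for full effect; many of its hits are not listed in these tables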
HSF1 inhib – HSF1 inhibition; NIH3T3-HGL HSE-luciferase, MG132-induced, luminescence 8 h; hits give low values; activity change, negative = inhibition, % at 7.5 µM (by protocol); hit rate 0.77% among 300,000;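 active = more than half of replicate wells show activity change below -50%, luminescence cut by over half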;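 also: luciferase reports HSF-1 transcriptional activity via heat shock element; 0% = median of DMSO wells and -100% = zero luminescence signal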
GSK3beta inhib – human GSK3beta kinase inhibition; hit rate 0.038% among 300,000; GST-GSK3beta kinase, ADP-Glo luminescence, 60 min; hits give low values; activity score (negative = inhibition), % at 10 µM; P49841;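 active = more than half of replicate wells score below -50%, meaning over 50% inhibition versus plate controls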;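 also: 0% = median DMSO wells and -100% = median GW8510 positive control wells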
Target sequence (P49841 whole entry, looked up): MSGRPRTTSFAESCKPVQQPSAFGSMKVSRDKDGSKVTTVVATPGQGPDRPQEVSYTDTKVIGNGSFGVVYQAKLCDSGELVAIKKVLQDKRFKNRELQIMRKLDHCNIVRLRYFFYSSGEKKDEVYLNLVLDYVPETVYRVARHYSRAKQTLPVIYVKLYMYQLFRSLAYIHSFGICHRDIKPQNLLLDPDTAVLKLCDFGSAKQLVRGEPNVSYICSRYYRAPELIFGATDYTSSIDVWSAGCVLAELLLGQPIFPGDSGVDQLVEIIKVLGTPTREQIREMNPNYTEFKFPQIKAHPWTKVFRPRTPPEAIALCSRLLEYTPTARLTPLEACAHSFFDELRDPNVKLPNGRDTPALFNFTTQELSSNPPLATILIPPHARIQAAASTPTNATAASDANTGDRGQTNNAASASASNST
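Assay system: GST-tagged human GSK3beta kinase, cell-free; Input: 1.6 ng GSK3beta; Medium: Tris/MgCl2 kinase buffer; Timing: 60 min enzyme reaction, room temperature; Signal: ADP-Glo luminescence quantifying ADP generated by kinase; Evaluation: score relative to plate controls; Benchmarks: DMSO neutral wells and GW8510 at 20 µM as positive.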
AI-2 QS modul – modulates the Vibrio harveyi AI-2 quorum sensing system; Vibrio harveyi JMH597 AI-2 luminescence/OD600 ratio, 9 h; hits give low values; strain lacks LuxN and CqsS sensors; 0 = neutral-control median; activity change, % at 7.5 µM; hit rate 0.4% among 300,000; in the data active = activity change below about -75%, passing the limit was not always enough;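 also: luminescence divided by OD600 gain over 9 h not by final OD600 alone; inactives centre near 13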
HSP90 refold inh – inhibitors of HSP90 luciferase refolding in rabbit reticulocyte lysate | luciferase refolding luminescence, 3 h | inhibition, % at 5.6 µM | hit rate 0.91% among 290,000 | AID 1789;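 active = inhibition above the screen-wide mean plus 3 SD, computed separately per campaign, cut at about 16% in these data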;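 also: 0% = DMSO wells and 100% = 60 µM geldanamycin wells; inhibitors lower the luminescence because luciferase stays unfolded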
GSK3 alpha inh – blocks human GSK-3 alpha kinase | P49840 | ADP-Glo luminescence, 60 min | inhibition, % at 10 µM | hit rate 0.1% among 320,000 | AID 2650;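 in the data active = inhibition above about 50%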;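 also: GST-tagged GSK-3 alpha with peptide substrate and 25 µM ATP; 0% = DMSO neutral wells and 100% = GW8510 positive control wells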
Platelet DG rel – modulates dense granule release in human platelets. hit rate 0.22% among 300,000. inhibition, %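 (compounds screened at 7.5 µM in platelet-rich plasma)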. human platelet-rich plasma, SFLLRN dense granule ATP release, luminescence;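 active = mean replicate score, as percent of positive control, at or above 50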
PolyA inhibitor – blocks polyadenylation in yeast reporter cells; hit rate 0.02% among 300,000; calls only at 12 µM; S. cerevisiae SKY197-pL101 polyadenylation reporter, beta-gal luminescence; efflux-impaired pdr1/pdr3 knockout yeast; score 100 = 6 SD above DMSO; AID 1875;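 active = lowest replicate activity score at least 50, where 100 means six control SD above control mean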;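 also: yeast exposed to compound for 9 h at 30 °C; higher score means more reporter readthrough which indicates perturbed polyadenylation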
HDAC3 inhib – human HDAC3 inhibition. O15379. recombinant HDAC3, fluorogenic peptide/trypsin coupled, fluorescence. inhibition, % at 8.3 µM. hit rate 0.15% among 320,000. AID 2718; in the data active = inhibition above about 26%, passing the limit was not always enough
Target sequence (O15379 whole entry, looked up): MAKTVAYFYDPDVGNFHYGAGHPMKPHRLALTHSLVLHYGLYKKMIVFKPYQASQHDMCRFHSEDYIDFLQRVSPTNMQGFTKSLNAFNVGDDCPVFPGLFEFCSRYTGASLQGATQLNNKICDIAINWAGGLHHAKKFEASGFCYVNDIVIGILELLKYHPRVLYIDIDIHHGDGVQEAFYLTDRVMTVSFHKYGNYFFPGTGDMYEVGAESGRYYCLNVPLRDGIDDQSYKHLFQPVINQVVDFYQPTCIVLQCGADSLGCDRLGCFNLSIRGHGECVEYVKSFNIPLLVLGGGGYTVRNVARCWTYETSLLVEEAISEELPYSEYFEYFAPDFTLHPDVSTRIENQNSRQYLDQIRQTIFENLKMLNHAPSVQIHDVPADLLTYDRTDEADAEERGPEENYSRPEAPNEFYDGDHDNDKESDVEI
HSF1 activator – increases HSF-1 driven luciferase reporter signal; NIH3T3-HGL HSF-1 luciferase reporter, MG132, 8 h; 100% = twice DMSO control signal; activation, % at 9 µM; hit rate 1.7% among 300,000; AID 504408;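 active = mean replicate activation of at least 50% with a set share of replicates each reaching 50%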;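 also: 0% = median of the neutral control wells and 100% = twice that signal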
Starred values were filed as active, the others as inactive; i = inactive; · = no result given. Some of the compounds tested; rates above refer to the full screens.

no. | SMILES | Dyrk1A ADPGlo | HSF1 inhib | GSK3beta inhib | AI-2 QS modul | HSP90 refold inh | GSK3 alpha inh | Platelet DG rel | PolyA inhibitor | HDAC3 inhib | HSF1 activator
1 | Cc1ccc(-c2nn(C)c(=O)c3ccccc23)cc1CNC(=O)/C=C/c1ccccc1 | -4 | 4 | 1 | 29 | 2 | -2 | 11 | i | -6 | 4
2 | Cc1ccc(-c2nn(-c3cc(N4CCNCC4)ccc3[N+](=O)[O-])c(=O)c3ccccc23)cc1 | -2 | -2 | -1 | 27 | 4 | -2 | 1 | i | 4 | 14
3 | CCc1ccc(S(=O)(=O)N2CCN(Cc3ccco3)CC2)cc1 | -3 | 7 | 5 | 28 | -3 | -1 | -15 | i | 1 | 3
4 | CCCn1c(SCC(=O)N2c3ccccc3CC2C)nnc1-c1ccco1 (centres undefined) | -1 | -2 | 2 | 13 | 2 | -8 | · | i | -3 | -16
5 | O=C(NC1CCCCC1)c1ccc(CNc2c(N3CCOCC3)c(=O)c2=O)cc1 | 5 | 0 | 1 | 1 | 3 | 0 | 3 | i | -5 | 5
6 | O=C(O)c1ccc2cccnc2n1 | 8 | -2 | 0 | 31 | 0 | 5 | -8 | i | 4 | 2
7 | COc1ccc(S(=O)(=O)N2CCN(C(=S)NC3CCCCC3)CC2)cc1 | -4 | -5 | 2 | 16 | 0 | -2 | 8 | i | 16 | -6
8 | CCC(Sc1ncccc1C(=O)O)C(=O)N1CCCC1 (centres undefined) | 11 | -5 | 1 | -10 | 1 | -4 | 4 | i | -2 | -5
9 | S=c1[nH]ccn1-c1ccc(Cl)cc1 | · | 5 | 1 | 4 | 2 | 2 | 4 | i | 6 | 6
10 | Cc1csc(NC(=O)c2ccccc2O)n1 | 0 | 5 | 1 | 48 | -1 | -1 | 5 | i | -22 | -11
11 | CCOc1ccc2nc(NC(=O)CSc3nnc(-c4ccncc4)n3CC3CCCO3)sc2c1 (centres undefined) | -2 | 12 | -9 | 0 | · | 15 | 1 | i | -1 | 14
12 | COC(=O)c1c(NC(=O)CCN2CCOCC2)sc2c1CCCC2 | 8 | -4 | 0 | -6 | 1 | -2 | -10 | i | -3 | 1
13 | CCOC(=O)C1CCN(C(=O)c2[nH]c3ccc(OC)cc3c2C)CC1 | -3 | 3 | 5 | 25 | 0 | -2 | -12 | i | -11 | 22
14 | Cc1ccc(C(CCN)c2ccco2)cc1 (centres undefined) | 6 | 1 | 4 | 8 | -1 | -3 | -2 | i | 3 | -1
15 | O=S(=O)(Nc1cccc(-n2cnnn2)c1)c1ccccc1 | -1 | -1 | 6 | 25 | -1 | -1 | -12 | i | 0 | 3
16 | CCN(CC(=O)Nc1ccccc1OC)CC(=O)Nc1ccccc1-c1ccccc1 | · | · | 2 | 16 | -1 | -2 | · | · | 5 | ·
17 | COc1ccc(N2C(=O)CC(Nc3ccc(F)cc3)C2=O)c([N+](=O)[O-])c1 (centres undefined) | -3 | -6 | 2 | 19 | 0 | -3 | 1 | i | 2 | 2
18 | C=CCOc1ccc(/C=C/C(=O)OCC(=O)NCCCc2ccccc2)cc1 | -7 | 3 | -5 | 39 | · | · | 21 | i | · | 16
19 | CCCN1C/C(=C/c2ccc3c(c2)OCO3)C(=O)/C(=C/c2ccc3c(c2)OCO3)C1 | 0 | 3 | 3 | -21 | -4 | -2 | 14 | i | 4 | 16
20 | CC(C)CC(=O)NC1(C(F)(F)F)C(=O)Nc2c1c(=O)n(C)c(=O)n2C (centres undefined) | 8 | · | 1 | 11 | -2 | 0 | · | · | -4 | ·
21 | COc1ccc(C2CCN(Cc3cccnc3)CC2O)cc1 (centres undefined) | -2 | 3 | 1 | 9 | 5 | 1 | · | i | 1 | -4
22 | COc1ccc(NC2=C(Cl)C(=O)N(c3ccccc3)C2=O)c(OC)c1 | -3 | 2 | 0 | 18 | 1 | -1 | 5 | i | -8 | 20
23 | O=C(CCC1CCN(Cc2ccccc2Cl)CC1)NC1CC1 | · | -8 | -2 | 7 | 10 | 1 | -2 | i | -9 | -26
24 | COc1ccc(C2CCCCCN2Cc2nc3ccccc3c(=O)n2CC(N)=O)cc1 (centres undefined) | 2 | -5 | · | · | 0 | 0 | 2 | i | -6 | -2
25 | CCOc1ccc(NC(=O)CN2C(=O)CSc3ccc(S(=O)(=O)N4CCOCC4)cc32)cc1 | · | 3 | -18 | 15 | -5 | -2 | -7 | i | 0 | 15
26 | NNC(=O)c1cc(Cl)ccc1Cl | -4 | -7 | -1 | 22 | 1 | -3 | -8 | i | -2 | 4
27 | COc1cccc(CN2CCN(C3CCN(c4ccccc4C)CC3)CC2CCO)c1 (centres undefined) | 0 | 8 | -1 | 18 | -3 | -1 | -2 | i | 1 | 23
28 | Cc1cc(C)c(NC(=O)/C(C#N)=C/c2ccc(OCc3ccc(F)cc3)cc2)c(C)c1 | 2 | 7 | 3 | 42 | 1 | -1 | 9 | i | 1 | 26
29 | COCCCNC(=O)C1CCN(S(=O)(=O)c2c(C)noc2/C=C\c2ccc(OC)cc2)CC1 | 0 | 0 | 3 | 17 | 2 | -2 | 0 | i | 1 | 1
30 | Cc1cccc(NC(=O)CSc2n[nH]c(-c3ccncc3)n2)c1 | 8 | -3 | -2 | 5 | 3 | 7 | -5 | i | 5 | -17
31 | COC(=O)Cn1cnc2sc(C)c(S(=O)(=O)N3CCC(C)CC3)c2c1=O | 1 | 1 | 4 | 1 | -2 | 6 | -5 | i | 2 | 4
32 | Oc1cccc(/C=N/NC(=S)Nc2cccnc2)c1O | 3 | 7 | -2 | -84* | 2 | 2 | 1 | i | -8 | 14
33 | Cc1ccc(-c2csc(-c3ccncc3)n2)cc1 | 7 | 14 | -1 | 5 | 3 | 1 | -1 | i | -3 | 20
34 | C/C(=N\Nc1cccc(Cl)c1)c1ccc(-n2ccnc2)cc1 | 3 | · | · | · | 0 | 1 | · | · | 6 | ·
35 | COc1ccc2c(c1)[nH]c1c(=O)n(CCC3=CCCCC3)cnc12 | 8 | 15 | 1 | 22 | 5 | -1 | 14 | i | 11 | 8
36 | Cc1cc(C)c(S(=O)(=O)c2ccccc2)c(OC(=O)c2ccc(Cl)cc2Cl)n1 | -2 | · | · | · | 2 | 2 | · | · | 10 | ·
37 | CN(C)S(=O)(=O)c1ccc(C(=O)NCCC(=O)N2CCCC2)cc1 | 1 | -7 | 1 | 9 | -1 | 2 | -20 | i | -1 | 8
38 | CCOC(=O)N1CCN(C(=O)c2cc(C)no2)CC1 | 5 | -7 | 2 | 8 | · | 0 | 4 | i | 0 | -2
39 | COC(=O)c1cc(=O)nc2sc(-c3ccccc3)nn12 | 3 | -11 | 2 | 14 | 3 | -3 | 0 | i | 1 | -15
40 | CCOC(=O)c1c(NC(=O)CSc2nnnn2-c2ccccc2)sc2c1CC(C)(C)NC2(C)C | 16 | 11 | 1 | -5 | 5 | 5 | -3 | i | 4 | 34
41 | O=C(Nc1ccc([N+](=O)[O-])cc1)Nc1ccc(OC(F)F)c(Cl)c1 | 0 | · | · | · | -2 | 1 | · | · | 0 | ·
42 | CC12CCC3c4ccc(O)cc4CCC3C1CC(O)C2O (centres undefined) | -1 | -10 | -1 | 12 | · | 6 | 0 | i | -4 | -20
43 | O=[N+]([O-])c1ccc(-n2ccnc2)cc1 | 10 | -12 | 4 | -2 | 3 | -1 | -7 | i | 16 | 9
44 | O=C1c2ccccc2C2(c3ccc(F)cc3)NCCN12 (centres undefined) | -6 | -5 | 1 | 18 | 2 | -2 | -4 | i | -14 | 1
45 | Cc1ccc(C)c(N(CC(=O)NCC2CCCO2)C(=O)CCC(=O)Nc2nccs2)c1 (centres undefined) | -1 | -16 | -4 | -4 | 0 | 7 | 16 | i | -2 | -10
46 | O=C(O)c1ccccc1-c1ccccc1C(=O)Nc1ccc(-c2nc3cc(Cl)ccc3o2)cc1 | 19 | 21 | 3 | 5 | 7 | -5 | 4 | i | -13 | 30
47 | COc1ccc(CN2CCC(n3nccc3NC(=O)C3CC3)CC2)c(OC)c1OC | -6 | -5 | 1 | 27 | -2 | 6 | 11 | i | -13 | -3
48 | Nc1cc(N2CCOCC2)c(Cl)cc1[N+](=O)[O-] | · | -5 | 4 | 11 | -3 | 1 | 14 | i | 7 | -16
49 | Cc1occc1C(=O)NNC(=S)Nc1ccccc1 | 5 | 12 | -1 | 12 | 1 | 0 | 3 | i | -10 | 31
50 | O=C(c1ccc2c(=O)n3c(nc2c1)CCCCC3)N1CCN(c2ccc([N+](=O)[O-])cc2)CC1 | 3 | -6 | 2 | 1 | 5 | -1 | 7 | i | -2 | -7
51 | COc1cnn(Cc2ccccc2)c(=O)c1SCc1ccccc1 | 1 | 4 | 0 | 12 | -1 | -1 | 14 | i | 5 | 26
52 | CC1=C(C(=O)OCc2ccc3c(c2)OCO3)C(c2ccc(F)cc2)NC(=O)N1 (centres undefined) | 70* | -54* | -22 | -2 | 1 | 51* | 1 | i | 5 | -63
53 | OCc1nc2ccccc2n1Cc1ccc(Cl)cc1 | 5 | -1 | -3 | 26 | -3 | -3 | 0 | i | -10 | 4
54 | O=C(NCc1ccc2c(c1)OCO2)c1ccc2c(=O)n(C3CCCC3)c(=O)[nH]c2c1 | 2 | 0 | 2 | 12 | 2 | -1 | -1 | i | -6 | 0
55 | CN1CCN(S(=O)(=O)c2ccc(N(C)Cc3ccc(OC(F)F)cc3)c([N+](=O)[O-])c2)CC1 | -13 | 17 | 3 | 16 | · | -3 | 16 | i | 2 | 21
56 | Cc1nnsc1SCCNC(=O)c1c(F)cccc1F | 8 | -4 | 2 | 7 | 2 | -1 | -4 | i | 4 | -24
57 | Cc1cc(OC(=O)c2c(Cl)cccc2Cl)nc(C)n1 | 2 | -3 | 1 | 26 | 1 | 2 | -4 | i | -2 | 9
58 | O=C(C1CCC(CNS(=O)(=O)c2ccc(F)cc2)CC1)N1CCOCC1 (centres undefined) | -5 | -5 | -1 | 5 | -3 | 0 | 8 | i | 7 | -8
59 | CC1CCN(Cc2cnc(Cl)s2)CC1 | 2 | · | 2 | 23 | -2 | 1 | · | i | 0 | ·
60 | COc1ccccc1C1(CC(=O)Nc2nccs2)CCOC(C(C)C)C1 (centres undefined) | · | 0 | -2 | 33 | 1 | -1 | 2 | i | 7 | 16
61 | COc1ccccc1NC(=O)CSc1nnc(-c2ccoc2C)n1C | 2 | 0 | -1 | 13 | -1 | -3 | 0 | i | 0 | -10
62 | O=C(CP(=O)(c1ccccc1)c1ccccc1)N1CCOCC1 | 2 | -7 | -3 | 13 | -3 | 3 | -1 | i | -2 | -3
63 | COC(=O)/C=C1/N/C(=N\c2nc(C)cc(C)n2)N(c2ccc(C)c(C)c2)C1=O | 6 | 55 | -5 | 1 | 0 | 0 | 3 | i | 0 | 91*
